GDH-TPI counter – GDH-TPI coupling enzyme inhibitors, primary screen, artefact control for M. tuberculosis FBA inhibitor project, biochemical, absorbance, full deck; GDH-TPI coupled enzyme counterscreen, NADH absorbance; inhibition, % at 4.8 µM; actives 1.2% (n = 360,000); AID 588335, 2011; in the data active = inhibition above about 30%;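 note: 0% = DMSO wells and 100% = wells lacking the enzyme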
Vc quorum ag – inducers of Vibrio cholerae quorum light production without autoinducers, primary screen, BH1578 luxS cqsA deficient, single point; V. cholerae BH1578 lux reporter, luminescence, 6 h; activation, % at 18.7 µM; actives 0.16% (n = 350,000); in the data active = activation mostly above about 9.7%, no sharp cut-off; note: not every result past the cut was called active; inactives centre near 0; reference of the scale not given here
3CLpro inhibitor – SARS-CoV 3CLpro protease inhibitors, primary screen, biochemical, quenched FRET; actives 0.14% (n = 290,000); recombinant SARS-CoV 3CLpro, quenched FRET peptide cleavage; Replicase polyprotein 1ab (Severe acute respiratory syndrome coronavirus), P0C6X7; inhibition, % at 6 µM; AID 1706, 2009; in the data active = inhibition above about 12%
MazEF act – activators of E. coli MazEF toxin-antitoxin RNase, primary screen, biochemical, fluorescence, uHTS | AID 504720, 2011 | FAM/BHQ RNA-DNA oligo cleavage fluorescence, 5 h | activation, % at 20 µM | actives 0.32% (n = 350,000); in the data active = activation above about 50%
Target sequence (P0AE70 whole entry, looked up): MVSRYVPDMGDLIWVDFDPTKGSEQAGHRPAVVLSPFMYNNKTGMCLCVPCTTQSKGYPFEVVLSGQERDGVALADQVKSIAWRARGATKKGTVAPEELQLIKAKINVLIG
UGM FP inh – M. tuberculosis UGM enzyme inhibitors, primary screen, biochemical, fluorescence polarization, single point. purified UGM, fluorescence polarization probe displacement. inhibition, % at 10 µM. actives 0.06% (n = 320,000); in the data active = inhibition above about 10%, passing the limit was not always enough
Target sequence (P9WIQ1 whole entry, looked up): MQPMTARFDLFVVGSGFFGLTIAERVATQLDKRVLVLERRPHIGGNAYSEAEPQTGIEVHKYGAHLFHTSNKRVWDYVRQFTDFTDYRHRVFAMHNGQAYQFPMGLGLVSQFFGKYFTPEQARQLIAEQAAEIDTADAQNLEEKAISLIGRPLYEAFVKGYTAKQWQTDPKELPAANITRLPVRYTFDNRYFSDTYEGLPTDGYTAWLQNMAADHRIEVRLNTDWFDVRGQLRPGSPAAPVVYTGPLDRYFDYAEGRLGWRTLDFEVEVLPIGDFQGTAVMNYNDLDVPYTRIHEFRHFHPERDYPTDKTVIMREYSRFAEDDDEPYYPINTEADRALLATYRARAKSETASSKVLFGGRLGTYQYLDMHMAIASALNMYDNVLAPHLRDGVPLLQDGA
Rv3671c inh – Rv3671c serine protease inhibitors, primary screen, biochemical, fluorescence polarization, M. tuberculosis H37Rv; inhibition, % at 5.96 µM; actives 0.048% (n = 320,000); AID 2606, 2010; in the data active = inhibition above about 38%;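 note: extracellular domain of Rv3671c used as enzyme; 0% = enzyme with DMSO and 100% = no enzyme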
PriA SSB inh – inhibitors of Klebsiella pneumoniae PriA binding to SSB C-terminal tail, primary screen, biochemical, AlphaScreen. PriA–SSB C-terminal tail interaction (Klebsiella pneumoniae). actives 0.6% (n = 430,000). inhibition, % at 33 µM. AlphaScreen SSBct-PriA binding, biotinylated peptide; in the data active = inhibition mostly above about 37%, no sharp cut-off; inactive = mostly below about 20%;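 note: plate controls were negative control peptide for no effect and reference peptide for full effect; strong numbers were not always called active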
Mtb BioA inh – M. tuberculosis BioA enzyme inhibitors, primary screen, biochemical, plate reader, single point, HTS; purified M. tuberculosis BioA enzyme; inhibition, % at 9.99 µM; actives 0.096% (n = 360,000); AID 602481, 2012; in the data active = inhibition above about 40%
DUSP3 inh – VHR1 phosphatase inhibitors, primary screen, biochemical, absorbance, uHTS; recombinant VHR phosphatase, pNPP absorbance; Dual specificity protein phosphatase 3 (Homo sapiens), P51452; AID 1654, 2009; inhibition, % at 13.3 µM; actives 0.52% (n = 290,000); in the data active = inhibition above about 50%; note: some compounds called inactive have numbers as strong as hits
Mtb FBA inh – Mtb FBA enzyme inhibitors, primary screen, biochemical, fluorescence, strain H37Rv; Fructose-bisphosphate aldolase (Mycobacterium tuberculosis (strain ATCC 25618 / H37Rv)), …; purified M. tuberculosis FBA, fluorescence read-out; inhibition, % at 1 µM; actives 2.3% (n = 360,000); AID 588726, 2011; in the data active = inhibition above about 27%;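 note: 0% = vehicle and 100% = reference inhibitor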
Target sequence (P9WQA3 whole entry, looked up): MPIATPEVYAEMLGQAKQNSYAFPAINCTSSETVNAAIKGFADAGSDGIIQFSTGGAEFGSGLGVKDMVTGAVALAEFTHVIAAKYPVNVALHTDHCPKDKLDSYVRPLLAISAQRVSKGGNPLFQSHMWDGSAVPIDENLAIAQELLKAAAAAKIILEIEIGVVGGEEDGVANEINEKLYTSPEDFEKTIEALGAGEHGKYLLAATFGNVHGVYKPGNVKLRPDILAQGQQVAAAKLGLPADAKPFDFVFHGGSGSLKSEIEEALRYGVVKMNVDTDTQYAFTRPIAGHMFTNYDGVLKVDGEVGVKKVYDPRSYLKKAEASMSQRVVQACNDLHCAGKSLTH
The depositor's hits bear a star; i = inactive; · = no result given; & = joins results of further samples. This is a subset. The share of hits here may be higher or lower than overall.

Structure,Mtb BioA inh,Vc quorum ag,UGM FP inh,Rv3671c inh,PriA SSB inh,MazEF act,Mtb FBA inh,GDH-TPI counter,3CLpro inhibitor,DUSP3 inh
CCOC(=O)NC(=O)C(=CNNc1ncc(C(F)(F)F)cc1Cl)C(=O)NC(=O)OCC,·,-0.8,5.0,0,-13,-4,3,6,0,16
COc1ccc(OC2CCN(S(=O)(=O)c3ccc(OC)cc3)CC2)cc1,0.9,-0.5,1.2,2,-11,10,-2,-5,4,10
O=C(Nc1ccc2[nH]c(=O)[nH]c2c1)c1c(F)c(F)c(F)c(F)c1F,·,-1.8,-0.7,8,-14,1,0,10,-4,2
COc1ccc(NC(C)=O)cc1NC(=O)CSc1nnc(-c2ccncc2)n1C,-0.5,i,-0.5,-7,-2,1,-2,9,-3,-19
C#CCOCCOCCOCCNc1nc(N2CCN(C(=O)[C@H](CCC(=O)O)n3cc(CN)nn3)CC2)nc(N2CCN(C(=O)[C@H](CCCCN)n3cc([C@@H](N)CC(N)=O)nn3)CC2)n1,15,i,0.6,-10,-3,11,0,15,·,·
Cc1oc(-c2ccccc2)nc1C(=O)O,·,i,2.2,4,-12,-8,6,5,-1,-1
COc1cc(/C=C/C(=O)OCC(=O)N2CCN(S(=O)(=O)c3ccc(C)cc3C)CC2)ccc1O,-0.5,-0.4,0.1,-16,13,5,3,17,-2,-7
O=c1c2ccccc2nc(-c2ccccc2)n1Cc1ccccc1,-1.2,i,-2.4,0,-11,-4,2,-1,4,2
CC(Oc1ccc2ccc(=O)oc2c1)C(=O)N1CCOCC1 (centres undefined),66*,0.8,-1.8,-8,-3,2,42*,0,·,·
CC1(C)COCN1S(=O)(=O)c1ccc(C(=O)Nc2nnc(-c3ccc(Cl)s3)o2)cc1,·,·,3.0,-14,-5,-3,·,·,4,13
CCC(=O)NC(c1ccccc1OC)c1ccc2cccnc2c1O (centres undefined),·,i,-0.1,7,29,0,-1,0,2,0
COCCCNP1(=O)OCC(C)([N+](=O)[O-])CO1 (centres undefined),-2.6,0.9,·,·,0,3,1,4,·,·
CC(C)[C@H](NS(=O)(=O)c1ccccc1)C(=O)OCc1cc([N+](=O)[O-])cc2c1OCOC2,-1.2,i,·,·,-1,-5,0,16,·,·
O=S(=O)(NC1CCCCC1NCc1ccco1)c1ccccc1 (centres undefined),-1.2,-0.4,-1.1,-6,-23,-2,0,1,-6,0
CCC(=O)Nc1ccc(-c2ccc(NC(=O)CC)c(OC)c2)cc1OC,·,-0.2,2.1,-1,4&-12,-34,5,4,-2,20
CCn1cc(Br)c(C(=O)Nc2ccc(OC)cc2)n1,-1.1,-5.9,2.3,-4,-10,3,6,5,-6,7
CCc1nnc(NS(=O)(=O)c2ccc(N/C=C\C(=O)c3cccc4ccccc34)cc2)s1,·,-0.4,-0.4,-3,12,-3,-1,25,5,5
CCOc1ccc(-c2cc(C(=O)NCc3ccc(F)cc3)[nH]n2)c(C)c1,-2.1,i,·,·,·,·,-4,0,·,·
CC(C)OC(=O)c1ccc(NCc2cc(O)ccc2O)cc1Cl,·,·,·,·,33,-18,1,8,·,·
O=C(COc1cccc2c1CCN(Cc1ccccc1F)C2=O)N1CCOCC1,·,·,-1.7,-2,·,·,·,·,6,29
CC(=O)Nc1cccc(C(=O)OCC(=O)N(c2ccccc2)C2CCS(=O)(=O)C2)c1 (centres undefined),0.3,-5.6,·,·,-4,6,3,1,·,·
O=c1cc(CO)oc(C(Nc2ccccn2)c2ccc(C(F)(F)F)cc2)c1O (centres undefined),0.4,i,1.2,6,-30,-2,1,9,-1,8
COc1ccc(N2C(=O)CC(Sc3nnnn3-c3ccc(F)cc3)C2=O)cc1 (centres undefined),0.5,-0.2,0.9,-1,-4,4,0,1,6,-12
CCOC(=O)c1ccc(NC(=O)c2nc[nH]c2C(=O)NC[C@@H](C)O)cc1,-1.7,-1.1,·,·,·,7,1,15,·,·
OC1CCCN(c2ncnc3c2nnn3Cc2c(F)cccc2Cl)C1 (centres undefined),-0.1,2.8,0.4,-8,-15,6,0,-3,5,16
CCC(C)N(C(=O)CSc1nnc(COc2ccccc2F)n1N)C1CCS(=O)(=O)C1 (centres undefined),·,5.0,3.3,-2,-4,-1,3,-6,·,·
Cc1cc(OCC(=O)OCC(=O)NC2CCCC2)ccc1Cl,-1.3,-2.8,-1.4,-1,5,2,-1,3,·,·
COc1cccc(C(=O)Nc2ccc(-c3nnc(-c4ccco4)o3)cc2)c1,0.5,-1.0,1.7,-27,-7,9,1,16,-2,14
O=C1NC(=O)C2(CCCCC2)N1,-1.5,i,·,·,-6,4,3,14,·,·
COCCCNC(=O)CN(C1CCCCC1)S(=O)(=O)c1ccc(C)cc1,-0.3,-0.6,-1.6,5,2,7,1,-3,3,7
O=C(c1ccncc1)N1CCCC(N2CCN(c3ccc(F)cc3)CC2)C1 (centres undefined),1.4,i,0.5,1,-9,1,-2,6,0,18
CCOC(=O)C1CCN(Cc2cc(=O)n3c(-c4ccccc4)csc3n2)CC1,·,-0.3,-2.0,-3,0,-28,-1,10,7,24
CC1CCc2c(sc3nc(CSc4nnnn4C)[nH]c(=O)c23)C1 (centres undefined),-0.4,-0.1,1.5,2,-12,-10,2,8,3,14
Cc1ccc(-n2c(SCc3cc(=O)n4ccsc4n3)nnc2-c2cccnc2)c(C)c1,4.7,-1.7,-2.5,-2,13,-4,2,9,-1,13
Cc1cc(C)cc(N=c2c([N+](=O)[O-])nn(-c3cccc(Cl)c3)n2O)c1,-0.1,-0.2,-0.2,6,36,7,3,5,-2,25
COc1ccccc1-n1c(N)c(C(=O)NCC2CCCO2)c2nc3ccccc3nc21 (centres undefined),1.3,0.5,4.4,0,-24,7,113*,-2,4,3
Cc1cc(C)n(CC(=O)N/N=C/c2ccc3c(c2)OCO3)n1,·,-0.2,1.3,7,·,5,4,8,2,4
Cc1ccc(-c2[nH]c3ccccc3c2SCCNC(=O)c2ccc(S(=O)(=O)N3CCOCC3)cc2)cc1,-1.6,-0.2,3.8,-14,-3,3,-1,-2,2,-7
CN1CCCN(C(=O)Cc2c(Cl)cccc2Cl)c2nc3ccccc3nc21,0.3,i,2.6,-4,-79,7,4,8,-2,18
COc1ccc(-c2nn(C)c3sc(C(=O)NCCN(C)C)cc23)cc1OC,2.7,-0.3,-2.0,-4,-1,3,-1,12,-12,24
Cc1ccc2[nH]c3c(=O)n(CC(=O)NCCCN(C)Cc4ccccc4)ncc3c2c1,-0.7,0.9,0.9,-1,-17,2,8,8,2,-37
O=C(c1cccc(C(F)(F)F)c1)C1CCCN(C(=O)CCCn2cncn2)C1 (centres undefined),·,i,-1.8,-3,-11,2,-2,3,0,0
N#Cc1cc([N+](=O)[O-])ccc1NCCCn1ccnc1,0.5,-2.8,1.1,4,7,11,-2,22,-3,7
COc1ccc(-c2cc(-c3ccccc3)no2)cc1,-1.1,-0.5,5.3,4,-15,-6,2,13,·,·
COc1ccc(C)cc1NC(=O)CCS(=O)(=O)c1ccc2c(c1)oc(=O)n2C,·,0.7,-1.7,1,2,4,2,-13,-2,18
C/C(=N\NC(=O)c1ccco1)c1ccc(-c2ccccc2)cc1,-3.8,-0.6,-0.2,-5,·,-10,-4,6,-2,32
CC(=O)N1N=C(c2ccccc2)CC1c1cn(Cc2ccccc2)c2ccccc12 (centres undefined),·,-0.2,2.9,-14,-1,-2,0,-2,5,-16
CCc1nnc(NC(=O)c2ccc(S(=O)(=O)NCC(C)C)cc2)s1,-2.5,i,-0.9,0,-3,-12,-1,20,2,6
COc1ccc(C(O)c2nc(-c3ccc(OC)c(OC)c3)cs2)cc1 (centres undefined),7.8,i,·,·,·,·,-1,1,·,·
CCOc1ccc(CC2(CCc3ccncc3)C(=O)NC(=O)NC2=O)cc1,·,i,-0.2,0,3,-10,5,1,-1,6
COc1ccc(Br)c(C(=O)OCC(=O)NC(=O)NC2CCCC2)c1,0.2,i,2.0,4,-3,-1,-3,-2,·,·
COc1ccccc1C(=O)NC(=O)COC(=O)c1nc2nc(C)cc(C)n2n1,-0.4,i,0.1,2,-13,-3,2,-3,·,·
COCCn1nc2cc(C(=O)NCc3cc(C(F)(F)F)cc(C(F)(F)F)c3)ccc2c1OC,-1.2,-0.4,-2.0,-4,-5,3,47*,6,4,-7
CCOc1ccc(CCNC(=O)CN2C(=O)NC(CCSC)C2=O)cc1OCC (centres undefined),0.2,-0.3,6.0,-2,-9,6,2,-2,1,2
COc1ccc(OC)c(C2CC(=O)C(C)C(c3cc(OC)ccc3OC)N2)c1 (centres undefined),2.0,i,-2.1,3,-12,7,2,-2,0,-21

Ten consecutive entries from above, quoted:
Structure,Mtb BioA inh,Vc quorum ag,UGM FP inh,Rv3671c inh,PriA SSB inh,MazEF act,Mtb FBA inh,GDH-TPI counter,3CLpro inhibitor,DUSP3 inh
C/C(=N\NC(=O)c1ccco1)c1ccc(-c2ccccc2)cc1,-3.8,-0.6,-0.2,-5,·,-10,-4,6,-2,32
CC(=O)N1N=C(c2ccccc2)CC1c1cn(Cc2ccccc2)c2ccccc12 (centres undefined),·,-0.2,2.9,-14,-1,-2,0,-2,5,-16
CCc1nnc(NC(=O)c2ccc(S(=O)(=O)NCC(C)C)cc2)s1,-2.5,i,-0.9,0,-3,-12,-1,20,2,6
COc1ccc(C(O)c2nc(-c3ccc(OC)c(OC)c3)cs2)cc1 (centres undefined),7.8,i,·,·,·,·,-1,1,·,·
CCOc1ccc(CC2(CCc3ccncc3)C(=O)NC(=O)NC2=O)cc1,·,i,-0.2,0,3,-10,5,1,-1,6
COc1ccc(Br)c(C(=O)OCC(=O)NC(=O)NC2CCCC2)c1,0.2,i,2.0,4,-3,-1,-3,-2,·,·
COc1ccccc1C(=O)NC(=O)COC(=O)c1nc2nc(C)cc(C)n2n1,-0.4,i,0.1,2,-13,-3,2,-3,·,·
COCCn1nc2cc(C(=O)NCc3cc(C(F)(F)F)cc(C(F)(F)F)c3)ccc2c1OC,-1.2,-0.4,-2.0,-4,-5,3,47*,6,4,-7
CCOc1ccc(CCNC(=O)CN2C(=O)NC(CCSC)C2=O)cc1OCC (centres undefined),0.2,-0.3,6.0,-2,-9,6,2,-2,1,2
COc1ccc(OC)c(C2CC(=O)C(C)C(c3cc(OC)ccc3OC)N2)c1 (centres undefined),2.0,i,-2.1,3,-12,7,2,-2,0,-21

Screening data: PubChem, several laboratories
